M5 antag – human M5 muscarinic receptor antagonists, primary screen, CHO cells, Fluo-8 calcium fluorescence | CHO-hM5 cells, ACh EC80 | inhibition, % at 3 µM | 0.59% of 360,000 active | AID 624040, 2012;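 active = inhibition above a per-plate cutoff, the mean of that plate's test compounds plus 3 SD, cut at about 27% in these data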;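 note: 0% = acetylcholine EC80 with DMSO and 100% = DMSO without agonist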
Target sequence (P08912 whole entry, looked up): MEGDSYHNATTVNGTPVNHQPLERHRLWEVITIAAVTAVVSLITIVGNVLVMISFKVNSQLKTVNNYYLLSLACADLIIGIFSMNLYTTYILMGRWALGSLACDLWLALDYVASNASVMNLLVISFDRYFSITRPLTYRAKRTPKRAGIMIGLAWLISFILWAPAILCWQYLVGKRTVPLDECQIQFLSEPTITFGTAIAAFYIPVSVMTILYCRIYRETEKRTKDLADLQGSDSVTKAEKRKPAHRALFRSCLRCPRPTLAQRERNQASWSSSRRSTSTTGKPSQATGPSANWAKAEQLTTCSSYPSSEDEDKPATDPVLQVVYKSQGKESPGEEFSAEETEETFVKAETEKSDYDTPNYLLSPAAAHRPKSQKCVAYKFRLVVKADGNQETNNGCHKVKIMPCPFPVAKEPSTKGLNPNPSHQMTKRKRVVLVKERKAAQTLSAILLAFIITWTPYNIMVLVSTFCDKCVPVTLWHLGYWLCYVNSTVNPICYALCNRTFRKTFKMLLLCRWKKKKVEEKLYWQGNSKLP
CHRM4 antagonist – human M4 muscarinic receptor antagonists, primary screen, CHO cells, Fluo-8 calcium fluorescence; 0.73% of 360,000 active; Muscarinic acetylcholine receptor M4 (Homo sapiens), P08173; inhibition, % at 3 µM; CHO-hM4 cells, ACh EC80;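 active = inhibition above its plate's cutoff, the mean inhibition of sample wells plus 3 SD, cut at about 27% in these data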;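 note: 0% = acetylcholine EC80 with DMSO and 100% = DMSO without agonist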
Target sequence (P08173 whole entry, looked up): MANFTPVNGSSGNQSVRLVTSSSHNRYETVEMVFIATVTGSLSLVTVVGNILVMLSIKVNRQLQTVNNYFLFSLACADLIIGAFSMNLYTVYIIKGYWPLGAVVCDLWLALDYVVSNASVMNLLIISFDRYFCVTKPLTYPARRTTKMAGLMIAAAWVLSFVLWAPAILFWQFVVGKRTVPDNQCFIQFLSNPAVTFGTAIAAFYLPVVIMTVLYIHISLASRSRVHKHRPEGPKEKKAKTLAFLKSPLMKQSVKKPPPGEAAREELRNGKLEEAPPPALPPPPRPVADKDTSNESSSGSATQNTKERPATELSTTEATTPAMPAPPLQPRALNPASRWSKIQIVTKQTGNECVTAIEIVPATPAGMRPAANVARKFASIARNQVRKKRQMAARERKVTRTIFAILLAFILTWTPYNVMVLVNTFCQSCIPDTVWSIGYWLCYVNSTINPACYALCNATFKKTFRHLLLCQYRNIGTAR
CHRM4 agonist – human M4 muscarinic receptor agonists, primary screen, CHO-K1 cells, Fluo-8 calcium fluorescence. CHO-K1 hM4/Gqi5; vehicle 0%, full acetylcholine response 100%. activation, % at 3 µM. 0.14% of 360,000 active. AID 624127, 2012;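 active = activation above the run mean over all test wells plus 3 SD, cut at about 32% in these data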;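 note: peak over basal fluorescence ratio per well then scaled between controls; 0% = DMSO wells and 100% = acetylcholine at EC100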
CHRM1 antagonist – human M1 muscarinic receptor antagonists, primary screen, CHO-K1 cells, Fluo-8 calcium fluorescence, 1536-well | CHO-K1 hM1, ACh EC80 antagonist | inhibition, % at 3 µM | 1.3% of 360,000 active | AID 588852, 2011;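 active = percent inhibition above its own plate's cutoff, namely the mean of that plate's compound wells plus 3 SD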;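 note: peak over basal fluorescence ratio during 140 s after agonist addition; 0% = ACh EC80 plus DMSO and 100% = DMSO alone without agonist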
M1 PAM – human M1 muscarinic receptor positive allosteric modulators, primary screen, CHO-K1 cells, Fluo-8 calcium fluorescence, 1536-well. AID 588819, 2011. Muscarinic acetylcholine receptor M1 (Homo sapiens), P11229. 0.088% of 360,000 active. activation, % at 3 µM. CHO-K1 hM1, ACh EC20; 0% = ACh EC20, 100% = maximal ACh; in the data active = activation above about 19%, passing the limit was not always enough
M5 ag – human M5 muscarinic receptor agonists, primary screen, CHO-K1 cells, Fluo-8 calcium fluorescence | Muscarinic acetylcholine receptor M5 (Homo sapiens), P08912 | CHO-K1 hM5 cells; 0% DMSO wells, 100% maximal acetylcholine response | activation, % at 3 µM | 0.19% of 360,000 active | AID 624037, 2012;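 active = activation above the run's mean over test compounds plus 3 SD, cut at about 23% in these data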;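 note: signal is peak over basal fluorescence ratio across the kinetic read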
TAAR1 agonist – human TAAR1 agonists, primary screen, Fluo-8 calcium fluorescence, CHO RD-HGA16 cells; Trace amine-associated receptor 1 (Homo sapiens), Q96RJ0; vehicle wells 0%, saturating PEA agonist 100%; activation, % at 3 µM; 0.99% of 360,000 active;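 active = activation above the mean activation of all test compounds in the run plus 3 SD, cut at about 38% in these data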
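System: CHO-derived RD-HGA16 cells with stable Gα16 and human TAAR1. Times: 17-24 h plating, Fluo-8 75 min 37 °C, 30 min RT. Measured by: calcium-sensitive Fluo-8 signal, excitation 470-495, emission 515-575 nm. Read-out basis: % activation relative to PEA EC100 response. Control set: DMSO and PEA EC100. Repeats: no replicates (n 1).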
CHRM5 PAM – human M5 muscarinic receptor positive allosteric modulators, primary screen, CHO-K1 cells, Fluo-8 calcium fluorescence; 0.3% of 360,000 active; Muscarinic acetylcholine receptor M5 (Homo sapiens), P08912; activation, % at 3 µM; CHO-K1 hM5, ACh EC20 PAM; 0% = ACh EC20, 100% = ACh EC100;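 active = activation above the run cutoff, the mean activation of all test compounds plus 3 SD, cut at about 18% in these data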
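System: CHO-K1 cell line with stable human muscarinic M5 receptor expression | Also added: EC20 acetylcholine as agonist stimulus | Compound: One concentration, 3 µM final (nominal) | Timing: Fluo-8 loading 80 min at 37 °C plus 30 min room temperature | Measured by: Fluo-8 calcium dye fluorescence, kinetic read | Read-out basis: % activation, ACh-normalized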
CHRM1 agonist – human M1 muscarinic receptor agonists, primary screen, Fluo-8 calcium fluorescence, CHO-K1 cells, HTS; Muscarinic acetylcholine receptor M1 (Homo sapiens), P11229; CHO-K1 hM1, agonist mode; 0% DMSO, 100% acetylcholine EC100; activation, % at 3 µM; 0.33% of 360,000 active;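 active = activation above the run's mean compound activation plus 3 SD, cut at about 16% in these data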;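 note: peak over basal fluorescence ratio within a 140 s kinetic read after compound addition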
* marks the source's active call; other numbers are inactive results; . = no result given.

SMILES	M5 antag	CHRM4 antagonist	CHRM4 agonist	CHRM1 antagonist	M1 PAM	M5 ag	TAAR1 agonist	CHRM5 PAM	CHRM1 agonist
O=C(COc1ccc(-c2ccccc2)cc1)NNC(=O)NC1CCCCC1	-2	87*	3	33*	-31	-2	2	-6	-14
Cc1ccc2nc(SC(C)C(=O)NC3CCCc4ccccc43)[nH]c2c1 (stereo not drawn)	6	-4	1	3	1	-6	-1	-5	-12
Cc1cc(N2CCOCC2)nc2ccc(NC(=O)CCC(=O)N3CCN(c4ccccc4F)CC3)cc12	16	-13	9	0	0	2	7	-1	-7
Cc1cc(C)c(C)c(OCCCN(C)C)c1	8	1	1	4	-10	-10	3	-5	-8
O=C(CCCc1nc(-c2ccccc2Cl)no1)NCc1cccnc1	2	11	2	-6	8	1	2	-1	-5
O=C(c1cc(-c2ccc(F)cc2)on1)N1CCCc2ccccc21	2	4	7	0	-7	-11	-2	-13	-5
CC(=O)c1c(C)[nH]c(C(=O)CN2C(=O)NC(C)(c3ccc4c(c3)OCO4)C2=O)c1C (stereo not drawn)	-4	-14	9	-3	3	8	17	-3	10
O=C(CC1SC(N2CCOCC2)=NC1=O)Nc1ccccc1Cl (stereo not drawn)	-8	-9	0	-8	14	3	8	12	-2
O=C(NC(=S)NNC(=O)c1cc2ccccc2cc1O)c1ccco1	3	1	1	-2	12	5	75*	5	9
Cc1ccsc1C(=O)OCC(=O)N1C(C)CCCC1C (stereo not drawn)	9	8	1	-7	4	-3	7	-2	-4
COc1ccc(OC)c(N=Nc2c(O)c3ccccc3[nH]c2=O)c1	12	-8	5	-24	13	4	8	8	-4
O=S(=O)(NC1c2cccc3cccc(c23)C1N1CCNCC1)c1ccccc1 (stereo not drawn)	2	-5	2	-2	4	-2	2	-2	-3
Cc1ccc2c(c1)N(CC(=O)NCCCN1CCCCC1C)C(=O)c1cccnc1O2 (stereo not drawn)	12	16	-1	-6	1	-2	3	-5	-12
CCOC(=O)c1cc2c(=O)n3ccccc3nc2n(Cc2ccco2)c1=NC(=O)c1cccnc1	8	-9	1	-14	11	-3	4	8	-3
O=C(Nc1ccc2c(c1)OCO2)C1CCN(S(=O)(=O)c2ccc3c(c2)OCCO3)CC1	4	0	6	-6	10	-4	6	-5	5
CSc1nnc(CCNC(=O)OC(C)(C)C)o1	10	4	0	-4	6	-3	4	1	-1
CC(=O)Nc1sc(C)c(C)c1C(=O)OCC(=O)NC(C)c1ccccc1 (stereo not drawn)	0	5	6	1	0	6	6	5	1
CCOC(=O)c1ccc(CC2S/C(=C(\C#N)C(C)=O)NC2=O)cc1 (stereo not drawn)	1	-3	1	-1	4	1	3	-2	-2
O=C(COc1cccc(-n2cnnn2)c1)Nc1ccccc1	3	18	4	4	-7	0	9	-4	-4
CNC(=S)N1N=C(c2cccs2)CC1c1ccc(F)cc1 (stereo not drawn)	-3	3	0	-2	4	-10	2	5	-8
O=c1/c(=C/c2ccco2)sc2n1CN(c1cccc(Br)c1)CN=2	-2	-2	0	-4	4	-1	6	4	-4
Cc1c(O)ccc(C(=O)CN2CCN(Cc3ccc4c(c3)OCO4)CC2)c1O	6	3	2	-12	11	-3	4	-2	-7
O=C(COC(=O)c1cc(S(=O)(=O)N2CCOCC2)ccc1O)NCc1ccc2c(c1)OCO2	5	-11	2	0	-2	-4	1	-5	-2
COc1ccc(OCC(=O)Nc2cc(S(=O)(=O)N3CCCC3)ccc2Cl)cc1	-2	10	2	3	1	1	39*	2	0
O=C(NC(=S)Nc1ncccn1)c1ccccc1Br	-2	-2	1	-24	9	4	1	17	-3
O=C(c1cccc(F)c1)N1CCN(S(=O)(=O)c2ccccc2)CC1	2	-6	2	-15	11	-3	1	2	-4
O=S(=O)(Nc1ccc(C(O)(C(F)(F)F)C(F)(F)F)cc1)c1ccc(Cl)c2nonc12	9	10	-1	-1	-8	-3	.	-5	-7
CCOC(=O)C1=C(COC(=O)COc2cccc(C)c2C)NC(=O)NC1C (stereo not drawn)	12	10	16	1	-4	1	6	-18	-3
CCOC(=O)C1=CCN(S(=O)(=O)c2ccccc2C)C1c1ccc(Cl)cc1 (stereo not drawn)	6	-11	3	7	-6	-3	6	-14	-7
CC[C@H](C)[C@H](NC(=O)c1ccccc1)C(=O)Nc1ccc(S(=O)(=O)Nc2cc(C)nc(C)n2)cc1	16	6	0	-14	10	-5	10	-2	-3
COc1ccc(CCN2C(=O)c3ccccc3C2c2nnnn2-c2c(C)cccc2C)cc1OC (stereo not drawn)	7	4	6	.	.	2	2	-6	.
Cc1ccc([N+](=O)[O-])cc1NC(=O)Cc1cccs1	1	4	0	-4	7	-3	0	-1	-6
COc1cc(-c2noc(C)c2C(=O)NCc2ccc(C)o2)cc(OC)c1OC	-2	-6	5	-24	15	2	3	-2	-4
Cc1nn(C)c(C)c1S(=O)(=O)N1CCCC(C(=O)NCC2COc3ccccc3O2)C1 (stereo not drawn)	-3	-12	3	-5	-1	-4	1	-4	4
COCC(=O)N1CCCC(C(=O)c2ccc3c4c(cccc24)CC3)C1 (stereo not drawn)	-5	-13	1	-2	4	-4	-1	2	-5
CCOC(=O)Cn1c(C)nc2c(C(=O)OCC)sc(C)c2c1=O	1	2	0	-11	9	2	3	-7	8
O=C(Nc1ccc(F)cc1)N1CCN(C(=O)C2CCCO2)CC1 (stereo not drawn)	16	8	1	-2	3	-2	4	-2	0
CC(C)COc1cccc(C(=O)Nc2ccc(N3CCOCC3)cc2N2CCOCC2)c1	-4	-5	8	7	-5	4	5	-1	-2
Cc1cc(C(=O)NNC(=O)c2cccc(N(C)C)c2)c(C)o1	2	2	1	-18	14	-2	2	2	-1
Cc1c(CC(=O)O)c(=O)oc2c(C)c3occ(-c4ccccc4)c3cc12	13	46*	-1	-4	4	-6	1	-1	-7
N#Cc1ncc(C(F)(F)F)cc1Sc1ccc(N)cc1	5	5	-1	19	-13	-12	-3	-3	-4
O=C(NCCCc1ccncc1)C1CCC(=O)N(CCc2cccc(F)c2)C1 (stereo not drawn)	-5	-11	3	2	-1	-3	1	3	-5
CC12CCC(=O)N1C(C(=O)Nc1nc3ccc(Cl)cc3s1)CS2 (stereo not drawn)	-3	-12	3	8	0	1	-1	-2	-1
CCCCOc1ccc(-c2nnn(CC(=O)Nc3ncc(CC(=O)OCC)s3)n2)cc1	-9	1	15	-6	-2	3	42*	1	2
CC1(c2nnnn2-c2ccc3c(c2)OCCO3)CCC(=O)N1C1CC1 (stereo not drawn)	4	-4	0	.	.	2	2	-3	.
CC(=O)c1cccc(NC(=O)CCS(=O)(=O)c2ccc(Br)s2)c1	2	2	3	-6	3	-1	1	1	-2
CC(C)Oc1cccc(C(=O)NC(=S)Nc2cccc(NC(=O)c3ccccc3Cl)c2)c1	8	1	1	-3	3	0	1	-6	-7
CC(C)[C@@H]1Cc2[nH]c(=O)[nH]c(=O)c2[C@H](c2ccc(F)cc2)O1	7	-2	1	.	.	0	2	9	.
CC(=O)c1cccc(NC(=O)C2CCCN2S(=O)(=O)c2cccc3cccnc23)c1 (stereo not drawn)	-4	-5	2	-8	3	3	5	-2	-1
CCCOP(=O)(c1ccc(N(C)C)cc1)C(O)c1cccnc1 (stereo not drawn)	-1	-4	1	-24	16	-4	8	3	-9

The listing continues:
SMILES	M5 antag	CHRM4 antagonist	CHRM4 agonist	CHRM1 antagonist	M1 PAM	M5 ag	TAAR1 agonist	CHRM5 PAM	CHRM1 agonist
CCCOc1ccc(CNC(=O)C2CCN(c3nn4c(=O)cc(C)nc4s3)CC2)cc1	-6	0	2	-16	5	-7	-4	3	-6
CC(=O)O[C@H]1[C@H](C)OC=C[C@@H]1OC(C)=O	1	-7	0	-4	4	1	1	7	-2
Cc1ccc(F)cc1-c1nc(NCC2CC2)nc2ccsc12	5	5	-1	24	-28	-4	13	-19	-10
COc1ccc(-c2cn(CCCOCc3ccccc3)nn2)cc1	10	3	8	3	-3	4	3	-4	1
CC(Oc1ccccc1Cl)C(=O)N1CCCN(C)CC1 (stereo not drawn)	1	8	1	11	-2	-5	1	0	-6
COCCCN(C(=O)C1CCCCC1)c1c(N)n(Cc2ccccc2)c(=O)[nH]c1=O	5	3	1	1	-1	3	1	8	-3
Cc1cccc(C(=O)Nc2onc(C)c2C#N)c1	-2	11	0	-4	9	1	5	2	0
C[C@H](NC(=O)[C@H]1N2C(=O)c3ccccc3C2SC1(C)C)C(=O)N1CCC[C@H]1C(=O)O (stereo partly drawn)	6	-2	1	-16	10	10	0	3	-3
CC(=Nc1ccccc1)C1=C(O)CSC1=O	7	-3	4	-8	5	2	-1	-6	-2
CCN(CC)CCN(Cc1cc2cc3c(cc2[nH]c1=O)OCO3)C(=S)NC	-19	-3	1	-10	4	0	3	-1	-8

Of the compounds above, these contain an NH in an aromatic ring.
SMILES	M5 antag	CHRM4 antagonist	CHRM4 agonist	CHRM1 antagonist	M1 PAM	M5 ag	TAAR1 agonist	CHRM5 PAM	CHRM1 agonist
Cc1ccc2nc(SC(C)C(=O)NC3CCCc4ccccc43)[nH]c2c1 (stereo not drawn)	6	-4	1	3	1	-6	-1	-5	-12
CC(=O)c1c(C)[nH]c(C(=O)CN2C(=O)NC(C)(c3ccc4c(c3)OCO4)C2=O)c1C (stereo not drawn)	-4	-14	9	-3	3	8	17	-3	10
COc1ccc(OC)c(N=Nc2c(O)c3ccccc3[nH]c2=O)c1	12	-8	5	-24	13	4	8	8	-4
CC(C)[C@@H]1Cc2[nH]c(=O)[nH]c(=O)c2[C@H](c2ccc(F)cc2)O1	7	-2	1	.	.	0	2	9	.
COCCCN(C(=O)C1CCCCC1)c1c(N)n(Cc2ccccc2)c(=O)[nH]c1=O	5	3	1	1	-1	3	1	8	-3
CCN(CC)CCN(Cc1cc2cc3c(cc2[nH]c1=O)OCO3)C(=S)NC	-19	-3	1	-10	4	0	3	-1	-8

Carrying on.
SMILES	M5 antag	CHRM4 antagonist	CHRM4 agonist	CHRM1 antagonist	M1 PAM	M5 ag	TAAR1 agonist	CHRM5 PAM	CHRM1 agonist
CC1(C2CC2)NC(=O)NC1=O (stereo not drawn)	1	18	0	0	-5	0	5	1	-2
C[C@@H]1CCC[C@@]2(O[C@H](CCO)C[C@@H](O)[C@@H]2O)O1	1	-12	0	2	7	5	17	15	-4
CCOC(=O)c1c(N2C(=O)C3C4C=CC(O4)C3C2=O)sc2c1CCCC2 (stereo not drawn)	-6	12	1	18	-3	-1	22	4	-2
COCCCn1c(=O)c2ccccc2n(CC(=O)NCCC2=CCCCC2)c1=O	1	8	1	2	0	-2	1	1	-4
CC1(C(=O)O)CCCN(C(=O)/C=C/c2ccccc2)C1 (stereo not drawn)	0	3	0	-10	0	0	1	0	-1

An excerpt; the hit share may differ from the screen's.
